High-throughput results from PubChem.
DAX1 inh-1 – DAX1 (NR0B1) inhibition, primary screen | HEK293T StAR-luciferase reporter, SF-1/DAX-1 repression relief | inhibition, % at 6.8 µM | 370,000 tested, 1.1% active | AID 652010;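 active = inhibition above the mean over all tested compounds plus 3 SD, cut at about 3.6% in these data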;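 also: 0% = DAX-1 cells with DMSO and 100% = cells lacking DAX-1 with DMSO; higher inhibition means more luminescence from relief of DAX-1 repression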
ADAM17 inh – inhibitors of human ADAM17; P78536; recombinant ADAM17, EDANS/DABCYL FRET peptide cleavage; inhibition, % at 6.95 µM; 370,000 tested, 0.83% active;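 active = inhibition above the mean of compounds lying between control limits plus 3 SD, set per campaign, cut at about 8.5% in these data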;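 also: 0% = DMSO-only wells as the low control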
Target sequence (P78536 215-824 limits assumed): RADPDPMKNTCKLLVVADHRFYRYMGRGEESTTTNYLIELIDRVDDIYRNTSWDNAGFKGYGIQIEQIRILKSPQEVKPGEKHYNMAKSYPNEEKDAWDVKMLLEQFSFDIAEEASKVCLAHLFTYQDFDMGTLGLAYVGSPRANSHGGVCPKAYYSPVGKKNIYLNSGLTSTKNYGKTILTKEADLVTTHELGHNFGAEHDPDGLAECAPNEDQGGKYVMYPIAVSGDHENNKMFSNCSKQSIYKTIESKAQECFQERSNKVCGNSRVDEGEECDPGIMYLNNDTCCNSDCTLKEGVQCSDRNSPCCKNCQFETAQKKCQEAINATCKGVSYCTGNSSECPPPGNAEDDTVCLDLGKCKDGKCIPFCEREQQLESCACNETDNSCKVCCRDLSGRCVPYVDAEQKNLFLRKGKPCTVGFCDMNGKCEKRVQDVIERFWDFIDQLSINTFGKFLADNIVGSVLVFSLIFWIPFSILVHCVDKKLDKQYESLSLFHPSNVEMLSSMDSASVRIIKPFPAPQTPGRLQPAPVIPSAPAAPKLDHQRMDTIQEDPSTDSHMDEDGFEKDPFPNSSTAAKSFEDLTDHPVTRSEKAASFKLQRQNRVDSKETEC
DAX1 inh-2 – NR0B1 (DAX1) inhibition; HEK293 Gal4-DAX1 luciferase reporter, luminescence; inhibition, % at 6.75 µM; 340,000 tested, 0.99% active; AID 504766;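 active = inhibition above the mean over all tested compounds plus 3 SD, cut at about 4.2% in these data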;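 also: 0% = DAX1-transfected cells with DMSO and 100% = empty-vector control cells with DMSO; inhibition shows as a rise in luminescence from relieved DAX1 repression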
ADAM10 inh – ADAM10 inhibition, QFRET primary screen | recombinant ADAM10, EDANS/DABCYL FRET peptide cleavage, 3 h | O14672 | inhibition, % at 7 µM | 370,000 tested, 0.62% active | AID 720582;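 active = inhibition above a per-campaign cutoff equal to the mean of compounds falling between control-based bounds plus 3 SD, cut at about 20% in these data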;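 also: 0% = DMSO wells while the 100% control is not disclosed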
hgDAF12 agonist – agonists of H. glycines DAF-12 nuclear receptor | 370,000 tested, 1.8% active | activation, % at 6.8 µM | HEK293 GAL4-hgDAF12 UAS-luciferase reporter, agonist luminescence; normalized to butyrate control;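 active = activation above a cutoff set at the mean of all screened compounds plus 3 SD, cut at about 10% in these data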;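 also: 0% = DMSO wells and 100% = sodium butyrate wells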
ssDAF12 agonist – activates DAF-12 receptor from parasite S. stercoralis; activation, % at 6.8 µM; HEK293 ssDAF-12/GRIP1 lit1-tk-luc reporter, luminescence; % of 3 µM dafachronic acid response; 370,000 tested, 1% active;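 active = activation above the mean over all tested compounds plus 3 SD, cut at about 0.9% in these data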;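 also: 0% = DMSO-only wells and 100% = 3 µM delta7-dafachronic acid wells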
hcDAF12 agonist – activates DAF-12 receptor from parasite H. contortus. HEK293 hcDAF-12 lit1-tk-luc reporter, luminescence; 0% DMSO, 100% Δ7-dafachronic acid. activation, % at 6.8 µM. 370,000 tested, 1.4% active. AID 652067;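 active = activation above the mean of all tested compounds plus 3 SD, cut at about 5.5% in these data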;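 also: 100% = response to 3 µM Δ7-dafachronic acid high control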
PLC-beta3 inh – PLC-beta3 (human) inhibition, primary screen | Q01970 | Purified PLC-beta3, fluorogenic substrate, fluorescence | inhibition, % at 12.2 µM | 370,000 tested, 0.18% active; in the data active = inhibition above about 11%;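 also: 0% = median of compound wells on plate and 100% = full blocker control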
HGIII-sPLA2 inh – Blocks human group III sPLA2 activity. Q9NZ20. QFRET BODIPY PC-A2 liposome hydrolysis, fluorescence. inhibition, % at 12.2 µM. 370,000 tested, 0.56% active;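 active = inhibition above mean plus 3 SD of compounds lying within the high and low control bounds, cut at about 19% in these data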;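 also: 0% = median of test compound wells and 100% = no enzyme DMSO wells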
Target sequence (Q9NZ20 whole entry, looked up): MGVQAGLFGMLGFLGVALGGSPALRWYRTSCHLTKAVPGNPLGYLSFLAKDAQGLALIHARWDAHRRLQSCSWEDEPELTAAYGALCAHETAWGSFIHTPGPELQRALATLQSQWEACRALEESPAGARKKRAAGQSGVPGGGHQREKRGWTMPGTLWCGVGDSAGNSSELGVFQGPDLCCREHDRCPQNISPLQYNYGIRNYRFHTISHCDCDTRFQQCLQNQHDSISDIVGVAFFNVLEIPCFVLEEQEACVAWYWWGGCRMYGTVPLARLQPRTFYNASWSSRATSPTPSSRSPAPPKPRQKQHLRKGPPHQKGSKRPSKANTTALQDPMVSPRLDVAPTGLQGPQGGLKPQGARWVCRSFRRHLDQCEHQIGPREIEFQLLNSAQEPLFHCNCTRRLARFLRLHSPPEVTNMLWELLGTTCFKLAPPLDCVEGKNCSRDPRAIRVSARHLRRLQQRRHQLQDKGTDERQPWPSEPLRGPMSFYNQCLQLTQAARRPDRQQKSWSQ
PLC-gamma1 inh – blocks human PLC-gamma1 enzyme activity. P19174. purified PLC-gamma1, fluorogenic substrate, fluorescence. inhibition, % at 12.2 µM. 370,000 tested, 0.84% active. AID 720700; in the data active = inhibition above about 9.5%
GAA850 FXN act – activators of GAA850 frataxin (FXN) promoter | activation, % at 6 µM | HEK293 lucGAA850 FXN promoter luciferase reporter, 24 h; percent of 10 µM SAHA response | AID 540364 | 360,000 tested, 0.56% active;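 active = activation above the average of all compounds screened plus 3 SD, cutoff fixed separately per campaign, cut at about 7.5% in these data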;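 also: 0% = DMSO wells and 100% = 10 µM SAHA wells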
* hit, by the source's call; / = not tested or not shown. Rows were taken by chance; 6.9% or so of the library scored in one or more.

The first 2 entries (preview)
SMILES	DAX1 inh-1	ADAM17 inh	DAX1 inh-2	ADAM10 inh	hgDAF12 agonist	ssDAF12 agonist	hcDAF12 agonist	PLC-beta3 inh	HGIII-sPLA2 inh	PLC-gamma1 inh	GAA850 FXN act
CC(=O)NC(c1ccc(F)c(F)c1)c1nc(-c2cnn(C)c2)cs1 (stereo unspecified)	0.7	-1.2	/	-0.1	-3.4	-1.3	-1.2	-3.6	-1.8	0.2	-0.5
Cc1ccccc1NC(NC(=O)c1cccnc1)C(Cl)(Cl)Cl (stereo unspecified)	-0.4	1.2	-1.2	-7.6	-1.9	-0.7	-0.5	2.7	0.5	3.9	-1.2

The list itself, from the start:
SMILES	DAX1 inh-1	ADAM17 inh	DAX1 inh-2	ADAM10 inh	hgDAF12 agonist	ssDAF12 agonist	hcDAF12 agonist	PLC-beta3 inh	HGIII-sPLA2 inh	PLC-gamma1 inh	GAA850 FXN act
CC(=O)NC(c1ccc(F)c(F)c1)c1nc(-c2cnn(C)c2)cs1 (stereo unspecified)	0.7	-1.2	/	-0.1	-3.4	-1.3	-1.2	-3.6	-1.8	0.2	-0.5
Cc1ccccc1NC(NC(=O)c1cccnc1)C(Cl)(Cl)Cl (stereo unspecified)	-0.4	1.2	-1.2	-7.6	-1.9	-0.7	-0.5	2.7	0.5	3.9	-1.2
O=C(COc1ccccc1F)Nc1ccc(N2CCOCC2)cc1N1CCOCC1	0.0	-2.5	-0.2	-9.3	0.7	-0.7	-0.8	-3.7	3.9	2.7	1.9
OC(COC(c1ccc(F)cc1)c1ccc(F)cc1)CN1CCCC1 (stereo unspecified)	0.4	-2.6	0.5	3.8	-1.9	-1.3	-2.0	-3.8	-4.8	4.8	1.0
COc1cccc(-c2cc(C(F)(F)F)n3ncc(C(=O)O)c3n2)c1	0.1	-7.7	0.8	-3.9	-0.6	-0.8	-2.1	-52.1	7.0	-51.1	1.5
COc1ccc(Cl)cc1NC(=O)Nc1ccc(C(=O)N2CCCC2)cc1	1.6	-3.3	0.0	-5.8	0.2	-1.4	-0.6	-10.1	-3.5	-0.8	0.1
Cc1cccc(C)c1NC(=O)CN(C)C(=O)c1ccccc1Cc1ccccc1	-1.4	4.5	0.6	-1.9	-1.5	-0.5	-0.6	-3.5	-2.6	2.2	-1.1
COc1ccccc1NC(=O)COc1ccc(/C=N/NC(=O)CSCc2ccc(Cl)cc2)cc1	-0.1	5.0	0.0	-2.4	1.0	-0.9	-0.5	10.1	5.6	9.5*	-2.3
CCOC(=O)C1(Cc2cccc(F)c2)CCN(Cc2cnn(CC)c2C)CC1	-0.2	-10.8	/	0.3	-0.6	-1.9	-0.9	-3.0	2.5	0.1	1.0
CCOC(=O)c1ccc(NC(=O)CCSCCc2ccccn2)cc1	0.2	-1.0	-0.1	-4.4	0.9	-1.6	0.5	2.0	0.8	1.0	4.6
O=[N+]([O-])c1cccc(N2Cc3ccccc3C2)c1	-0.7	-4.2	1.8	5.5	8.0	-1.9	-0.4	-5.0	3.6	-2.0	0.7
Cc1ccc(C(=O)n2cnnc2N)cc1	0.2	-2.8	-0.2	-7.7	0.5	-0.9	2.2	0.5	-0.2	-0.2	-1.3
CCc1cc(C)cc(OCCNC(=O)c2ncn[nH]2)c1	0.3	0.0	0.4	3.1	0.2	-1.6	1.4	1.1	-36.0	0.7	2.8
N#Cc1cc2ccccc2nc1SCC(=O)Nc1ccc(S(=O)(=O)N2CCCC2)cc1	-2.8	11.8*	-0.2	28.9*	-8.2	-1.6	-3.6	-44.5	-3.6	-17.3	1.1
Cc1cc(NC(=O)CSc2nnc(NCc3ccco3)s2)no1	-0.9	-0.8	0.3	-3.9	-0.1	-0.8	-0.5	-6.0	1.1	-2.8	1.5
CC1(C(=O)NCc2ccccc2)CSCC(=O)N1Cc1ccco1 (stereo unspecified)	-1.0	-1.8	/	-3.4	0.4	-0.8	-2.0	2.7	-0.6	-0.8	/
Cc1cccc(C(=O)N(Cc2nc3ccccc3c(=O)[nH]2)C2CCCCC2)c1	0.0	0.8	-0.1	6.6	2.9	-1.2	-2.9	0.3	-13.1	4.0	1.4
COc1ccc(Cl)cc1NC(=O)NCc1ccccn1	-1.3	0.9	0.6	2.2	-1.5	-1.5	-0.4	2.9	-0.5	-1.6	0.6
O=C(CN1C(=O)NC2(CCCCC2)C1=O)NCCCSc1ccccc1	0.1	-0.1	-0.4	6.0	-0.4	-1.0	-0.8	3.1	-5.7	5.9	0.4
COc1cc(NC(=O)Cn2cnc3c(nc4n3CCCCC4)c2=O)cc(OC)c1OC	-0.2	-3.2	0.2	9.7	-0.3	-1.1	-2.3	-3.8	-1.4	4.6	-0.5
O=C(/C=C/c1ccco1)N1CCN(c2ccc(F)cc2)CC1	0.0	4.8	0.4	-2.0	-2.9	-1.9	1.1	-4.7	-1.0	1.9	1.3
Cc1ccc(F)cc1NC(=O)CCC(=O)c1cccs1	0.4	-2.5	-0.1	-3.0	-0.7	-1.2	-2.4	1.3	0.6	-1.5	0.7
COc1ccc(/C(O)=C2/C(=O)C(=O)N(CCCN(C)C)C2c2ccccc2)cc1OC (stereo unspecified)	-0.2	-3.3	1.4	-3.7	0.1	-1.7	-2.0	-3.8	-0.4	-2.0	2.0
CCc1cccc(NC(=O)c2ccc3c(=O)n4c(nc3c2)CCCCC4)c1	-1.4	-3.4	0.1	-2.7	2.1	-2.0	-3.1	-5.5	1.1	1.6	3.0
Cc1ccc(CCNC(=O)C2CCC(=O)N2Cc2cccnc2)cc1 (stereo unspecified)	-0.1	2.2	-0.7	-6.3	-0.5	-0.4	-1.1	-0.5	5.0	2.5	1.1
O=C(CSc1nnc(-c2cccnc2)n1-c1ccc(Cl)cc1)c1ccc(F)cc1	-1.2	-2.9	/	-3.4	1.0	-1.8	-0.6	-0.7	-35.6	2.2	/
c1ccc(-c2nnc(N3CCOCC3)c3ccccc23)cc1	-0.4	-4.7	/	-1.1	2.1	-1.2	-0.3	-3.0	4.8	5.0	3.1
CCCc1nc2cc(C)c(Br)c(C)n2c1Cc1ccccc1OC	0.4	-4.6	/	-4.5	-0.2	-0.4	2.9	-6.0	3.8	-2.9	/
COc1ccccc1/C=C(/C(=O)OCC(=O)Nc1ccccc1C(C)C)c1ccccc1	-0.8	4.1	-1.7	6.8	-3.5	-2.0	-1.2	0.6	-15.0	-0.6	1.4
CCc1c(C)nc2ncnn2c1N1CCCC(C(=O)Nc2ccc(NC(C)=O)cc2)C1 (stereo unspecified)	0.3	-0.8	0.3	-1.9	-0.3	-0.8	-1.9	-0.1	6.3	1.1	-0.4
CCOC(=O)c1c(N)sc2c1CCN(CCc1ccccc1)C2	-0.4	-22.2	1.5	-74.3	0.3	-1.8	-0.3	-29.1	1.1	-21.5	1.6
CC(C)N=C(Nc1ccccc1)c1cccnc1	0.9	0.7	0.6	0.3	-3.1	-1.1	-1.5	5.0	-0.3	0.0	-1.8
Cc1c(NC(=O)Nc2ccccc2)cccc1[N+](=O)[O-]	-0.1	5.3	-1.6	10.6	0.4	-0.8	1.4	4.3	-4.0	6.5	0.1
CSc1nsc(NC(=O)Nc2ccccc2)n1	0.8	-2.4	4.0	2.8	5.5	0.3	1.3	-2.8	-11.0	2.5	2.7
CCn1cc(/C=C(\NC(=O)c2cc(OC)c(OC)c(OC)c2)C(=O)N2CCOCC2)c2ccccc21	-1.2	-0.3	1.7	-16.1	-5.0	-0.6	-0.2	-24.7	-6.5	-17.6	-2.6
Cc1onc(-c2ccccc2)c1C(=O)n1cccn1	-0.5	-2.7	0.8	-2.9	-0.4	-0.2	0.8	-0.4	-1.6	-3.5	0.9
CCN(CC)S(=O)(=O)c1cccc(NN=c2c(=O)c3ccccc3c2=O)c1	0.0	-3.3	1.0	-3.3	0.3	-0.5	1.2	-17.8	3.4	-1.2	-1.5
CC(C)COC(=O)Nc1nnc(SCCOc2ccccc2)s1	0.3	-1.8	-0.3	-6.9	0.5	-1.4	-0.9	-1.7	-8.7	-2.0	-1.7
CC12CCC(=O)N1C(C(=O)N1CCN(S(=O)(=O)c3cccc(Cl)c3)CC1)CS2 (stereo unspecified)	0.4	-2.6	1.2	-6.9	1.1	-0.8	-1.6	1.7	6.2	2.9	0.1
COc1cc(SC)ccc1C(=O)NCCc1ccccc1	2.5	5.3	1.6	0.6	8.6	-0.8	1.3	0.3	-2.0	-1.3	3.3
O=C(CSCc1c(F)cccc1Cl)NCCSCc1ccco1	0.1	-2.0	0.3	0.9	0.1	-2.0	-0.5	-8.5	-11.1	-2.1	1.8
COc1ccc(Cl)cc1N(CC(=O)N1CCCCCC1)S(C)(=O)=O	-0.2	-0.8	-0.4	4.6	1.0	-1.1	0.8	-6.1	12.5	1.5	2.4
Clc1ccc(OCCOc2ccc(Br)nc2Br)c(Cl)c1	/	0.4	/	2.8	6.0	-1.9	-2.0	-0.7	-1.5	-0.4	/
COc1ccc(-c2csc(C(O)c3cccc(Cl)c3)n2)cn1 (stereo unspecified)	0.0	4.4	/	7.1	-0.9	-1.1	-0.1	-0.7	-4.7	-1.1	3.2
Cc1cc(-c2ccc(S(=O)(=O)NCc3ccc(Cl)cc3)cc2)on1	0.8	0.0	2.7	0.8	3.3	-0.7	0.2	-4.0	-16.6	0.1	-0.3
CCC(CC)C(=O)NCCN1CCN(C(=O)C(CC)CC)CC1	-0.3	-0.3	-0.6	-1.9	-0.5	-1.1	-2.9	4.9	-1.7	2.2	0.0
CCCCCC(=O)N1C[C@@H](O)[C@H](n2cc(-c3ccc(F)cc3)nn2)C[C@@H]1c1ccc(Cl)cc1	-0.2	7.8	0.1	13.5	1.7	-1.3	-0.6	2.8	-18.9	-3.3	-1.5
CCC1CCCCN1CCCNC(=O)CSc1nc2nc(C)c(Cc3ccccc3)c(C)n2n1 (stereo unspecified)	0.2	2.2	1.2	-0.5	1.6	-0.9	0.3	-3.2	-3.1	2.5	1.0
O=C(CCCn1c(=S)[nH]c2cc3c(cc2c1=O)OCO3)N1CCN(c2ccccc2F)CC1	-0.3	-2.6	-0.1	11.9	1.0	-1.4	0.1	5.2	4.0	4.1	-0.1
Cc1ccc(OCC(=O)Nc2ccc([N+](=O)[O-])cc2)cc1	-0.3	4.4	-0.3	12.3	-1.1	-1.3	-2.5	3.1	3.4	3.4	1.0
O=C(Cn1cnc2c(nnn2Cc2ccc(F)cc2)c1=O)N1CCCCC1	-0.4	-1.5	-0.7	6.4	-1.4	-1.7	-1.5	3.9	3.8	0.3	0.5
CCCn1nc(C(=O)NNC(=O)c2cccc(C)c2)c2ccccc2c1=O	0.0	-3.4	2.9	-1.8	0.7	-1.1	-0.5	1.5	-1.0	0.3	0.8
O=C(COCc1cc(-c2ccc3c(c2)OCO3)on1)N1CCN(c2cccc(Cl)c2)CC1	-0.1	-4.0	0.8	1.5	1.2	0.4	0.5	-8.2	5.7	-3.7	1.1
COc1ccc(C)cc1S(=O)(=O)n1cnc(C)c1	0.0	-3.9	2.7	3.6	-1.9	-0.1	-1.2	-4.7	12.0	0.7	1.1
